RNase H inhibition – RNase H inhibition, HIV 1 Gag Pol polyprotein, FRET biochemical assay, screening (AID 372). inhibition, % at 10 µM, or IC50 in µM where a hit was titrated. HIV-1 RT RNase H, FRET RNA/DNA substrate fluorescence; higher % means a stronger effect. 100,000 tested, 0.77% active; in the data active = inhibition above about 50%
Numbers without * were called inactive; & = joins results of further samples. The list is partial, so the mix of outcomes need not match the whole.

SMILES	RNase H inhibition
COc1cccc2c1NC(c1ccc(Br)cc1)C1CC=CC21 (stereo not drawn)	38.0%
Cc1ccc(/C=C2\SC(=S)N(CCC(=O)Nc3ccc4ccccc4c3)C2=O)cc1	36.0%
CCOC(=O)c1c(NC(=O)C(C(C)C)N2C(=O)c3ccccc3C2=O)sc(C(C)=O)c1C (stereo not drawn)	15.0%
COc1ccc(Br)cc1CN1CCN(Cc2ccc([N+](=O)[O-])cc2)CC1	7.0%
CCCCCc1ccc(/C(C)=N/Nc2nc(-c3ccc(C)cc3)nc3ccccc23)cc1	6.0%
COC(=O)c1ccccc1NC(=O)c1cccc(F)c1	5.0%
O=[N+]([O-])c1ccc(Sc2nc3ccccc3s2)c(C(F)(F)F)c1	18.0%
O=C1OC(c2ccccc2)OC(=O)C1=Cc1ccc(-c2cccc(C(F)(F)F)c2)o1 (stereo not drawn)	16.0%
COc1ccc(OC)c(N=C2C=C(C(C)(C)C)C(=O)C(C(C)(C)C)=C2)c1	29.0%
CCOC(=O)/C(C#N)=C/c1ccc(OC)cc1OC	7.0%
CC(=O)N1C(c2cnc(-c3ccccc3)c(C)c2)CC=C(C)C1c1ccccc1 (stereo not drawn)	15.0%
CCOc1cc(C(=S)N2CCCCC2)cc(I)c1O	59.0%*
CCOc1ccc(C(=O)Nc2ccc(NC(=O)c3ccccc3)c(C)c2)cc1	3.0%
C=CCC1(N(C(C)=O)c2ccccc2)CCCCC1	11.0%
CC1(C)OC2C(C(=O)O)O[C@@H](n3cnc4c(N)ncnc43)C2O1 (stereo partly drawn)	7.0%
CCc1ccccc1NC(=O)CN(c1ccccc1)S(=O)(=O)c1ccccc1[N+](=O)[O-]	0.0%
O=C(Nc1ccccc1NC(=O)c1ccc(F)cc1)c1ccc(F)cc1	3.0%
CCC1CCCCN1Cc1c(O)ccc2c(=O)c(-c3ccccc3)coc12 (stereo not drawn)	2.0%
O=C(C[n+]1ccc(CCSc2ccccc2)cc1)C12CC3CC(CC(C3)C1)C2	19.0%
CCOc1cc(C(=O)Nc2c(C)ccc3nsnc23)cc(OCC)c1OCC	12.0%
CCOc1ccc(/C=C/C(=O)Nc2ccc(C(N)=O)cc2)cc1OC	0.0%
COc1cccc(OCCCOc2ccc(C)cc2[N+](=O)[O-])c1	14.0%
Cc1cccc(NC(=O)/C(C#N)=C\c2ccc(OCC(=O)O)cc2)c1	5.0%
CCOC(=O)C1CCN(C(=O)Nc2cccc3ccccc23)CC1	1.0%
COc1ccccc1NC(=O)C(=O)N/N=C/c1cccc(OC)c1O	19.0%
COC(=O)c1c(NC(=O)C2C3CCC(C3)C2C(=O)O)sc(C)c1-c1ccc(C)cc1 (stereo not drawn)	6.0%
O=C(Nc1ccc2nn(-c3ccc(F)cc3)nc2c1)c1ccc([N+](=O)[O-])cc1	16.0%
O=C(Nc1nc(-c2ccc3c(c2)Cc2ccccc2-3)cs1)c1ccc([N+](=O)[O-])cc1	3.0%
CCOC(=O)c1cnn(C(=O)OCC)c1N	4.0%
CCOc1ccc(C(=O)Nc2ccc3oc(-c4ccc(C)cc4)nc3c2)cc1[N+](=O)[O-]	26.0%

Single entries from the results shown.
COc1ccccc1NC(=O)C(=O)N/N=C/c1cccc(OC)c1O in RNase H inhibition is listed with 19.0%
CCC1CCCCN1Cc1c(O)ccc2c(=O)c(-c3ccccc3)coc12 (stereo not drawn) in RNase H inhibition is listed with 2.0%

New compounds follow
SMILES	RNase H inhibition
CN1C(=O)C(=Cc2cccc(OCCOc3ccccc3)c2)C(=O)N(C)C1=O	0.0%
COc1ccccc1C(=O)O/C(=C/c1nc2ccccc2n1C)c1ccccc1OC	4.0%
Cc1ccc(CNC(=O)C(C)Oc2ccc(Cl)cc2Cl)cc1 (stereo not drawn)	7.0%
COc1ccccc1NC(=O)C1=C(C)NC(=O)NC1c1cccc(OC)c1OC (stereo not drawn)	3.0%
Cc1ccc2nsnc2c1NC(=O)COc1ccc(Br)cc1	8.0%
Cc1cc(C)nc(Nc2nc3ccccc3s2)n1	2.0%
CC(C)(C)C1CCc2c(sc3ncn(N)c(=N)c23)C1 (stereo not drawn)	8.0%
COc1ccc(/C=N/NC(=O)CN(c2ccccc2)S(=O)(=O)c2ccccc2[N+](=O)[O-])cc1	25.0%
O=C(NC(=S)Nc1ccc2oc(-c3ccc(Cl)c(Cl)c3)nc2c1)c1ccccc1	4.0%
O=C(Nc1cccnc1)c1cnn2c1NC(c1cccs1)CC2C(F)(F)F (stereo not drawn)	15.0%
CC(C)C1C2=C(CC(C)(C)CC2=O)ON1c1ccccc1 (stereo not drawn)	1.0%
O=C(c1ccccc1I)N1CCN(c2ccc([N+](=O)[O-])cc2)CC1	0.0%
Cc1ccc(NC(=S)NC(=O)c2cccc(Br)c2)cc1C	0.0%
CCc1ccccc1N(CC(=O)Nc1cccc2ccccc12)S(C)(=O)=O	6.0%
Cc1cc([N+](=O)[O-])ccc1NC(=O)c1ccc(-c2cccc(Cl)c2C)o1	23.0%

Two neighbouring compounds out of the list so far, for reference:
SMILES	RNase H inhibition
O=C(c1ccccc1I)N1CCN(c2ccc([N+](=O)[O-])cc2)CC1	0.0%
Cc1ccc(NC(=S)NC(=O)c2cccc(Br)c2)cc1C	0.0%

Other compounds:
SMILES	RNase H inhibition
O=c1[nH]c2ccccc2c(-c2ccccc2)c1-c1cc(-c2ccccc2)c2ccccc2n1	37.0%
O=C(Nc1cc(Cl)cc(Cl)c1)S(=O)(=O)c1ccccc1	0.0%
COc1cc(Cl)cc(/C=C2\SC(=S)N(C)C2=O)c1O	32.0%
O=C1S/C(=C/c2ccc(-c3ccc([N+](=O)[O-])cc3Cl)o2)C(=O)N1c1ccccc1	30.0%
CCOC(=O)C(=O)N1c2ccccc2C(N(C(=O)C(=O)OCC)c2ccccc2)CC1C (stereo not drawn)	14.0%
COc1cc(/C=C(\C#N)C(=O)Nc2ccccc2)c([N+](=O)[O-])cc1OC	10.0%
COc1ccc(NC(=O)/C=C/c2ccccc2)c([N+](=O)[O-])c1	21.0%
CCOc1ccc2nc(N(C)C)[nH]c2c1	4.0%
COc1cc(C2SCC(=O)N2c2c(C)n(C)n(-c3ccccc3)c2=O)ccc1O (stereo not drawn)	2.0%
COc1ccc(Cl)cc1NC(=O)CN(c1ccc(C)cc1)S(=O)(=O)c1ccc(F)cc1	7.0%
CC12CC3CC(C1)CC(CC(=O)O)(C3)C2	0.0%
COCCOC(=O)C1=C(C)NC2=C(C(=O)CCC2)C1c1ccc(C)s1 (stereo not drawn)	7.0%
COc1ccc(OC)c(NC(=O)c2ccco2)c1	5.0%
CCOC(=O)c1oc2ccc(CNC3CCCCC3)c(Cl)c2c1C	9.0%
COc1cc(SC)ccc1C(=O)NCc1ccccc1	7.0%
COc1ccc(Cl)cc1NC(=O)COc1cccc(C)c1	17.0%
Cc1ccc(C(=O)Nc2ccc(C(=O)O)cc2)cc1S(=O)(=O)N1CCOCC1	5.0%
CCO/C=C1\C(=O)N(c2ccccc2)C(=O)c2ccccc21	0.0%
O=c1[nH]c(N2CCOCC2)nc2ncn(Cc3ccccc3)c12	3.0%
Cc1ccc(N=Cc2c(O)n(-c3ccc(F)cc3)c(=O)[nH]c2=O)cc1	2.0%
COc1cc(/C=C2\SC(=S)N(C3CCCCC3)C2=O)ccc1O	8.0%
Cc1cc2nc(-c3cc(NC(=O)c4cc([N+](=O)[O-])ccc4Cl)ccc3O)oc2cc1C	15.0%
CC(C)(C)c1nnc2n(c1=O)N=C(c1cccc([N+](=O)[O-])c1)CS2	0.0%
COc1cccc(NC(=O)Nc2nnc(-c3ccccc3SCc3ccccc3)s2)c1	13.0%
COc1ccc(NC(=O)c2ccccc2Cl)cc1OC	0.0%
COc1ccc(NC(=O)O/N=C\c2ccccc2Cl)cc1	14.0%
O=c1cc(Nc2ccc(Br)cc2)[nH]c(=O)[nH]1	4.0%
COc1ccc(C(=O)Nc2ccc([N+](=O)[O-])cn2)cc1	15.0%
CCOC(=O)c1[nH]cnc1C(=O)N1CCOCC1	0.0%&11.0%
CC(/C=C/c1ccccc1)=N\NC(=O)c1cccnc1	3.0%
CC1=NN(C(=O)C(C)C)C(O)(C(F)(F)F)C1 (stereo not drawn)	0.0%
COc1cc(/C=C2\SC(c3ccccc3)=NC2=O)cc(Br)c1O	16.0%
Cc1ccc(OCCOc2c(Cl)cc(Cl)cc2/C=C2\SC(=S)NC2=O)c(C)c1	45.0%
Cc1ccc(N[C@H]2O[C@H](C(O)CO)[C@H](O)[C@H]2O)cc1[N+](=O)[O-] (stereo partly drawn)	10.0%
CCOC(=O)C1=C(C)N=c2s/c(=C\c3ccc(OCc4ccc(Cl)cc4Cl)c(OCC)c3)c(=O)n2C1c1ccc(Cl)cc1 (stereo not drawn)	12.0%
Nc1ccc(Cl)c(NC(=O)Cc2ccccc2)c1	11.0%
Clc1ccc(CSc2nnnn2-c2ccccc2)cc1	4.0%
Fc1ccc(Nc2nc(N/N=C/c3ccccc3F)nc(N3CCCCC3)n2)cc1	6.0%
O=C(NN=C1CCCCCC1)C(O)(c1ccccc1)c1ccccc1	0.0%
O=C(NC1CCCC1)C1CC1c1ccccc1 (stereo not drawn)	1.0%
CCOC(=O)C1CCN(Cc2ccc3ccccc3c2)CC1	12.0%
CC1(C)Cc2c(sc(NC(=O)C3(c4ccccc4)CCCC3)c2C#N)CO1	5.0%
O=C(CCC(=O)N/N=C/c1ccc(Cl)s1)N/N=C/c1ccc(Cl)s1	6.0%
CC1=NN(C(=O)c2cccc([N+](=O)[O-])c2)C(O)(c2ccc(Br)cc2)C1 (stereo not drawn)	13.0%
Cc1cc(C(F)(F)F)nn1CC(=O)Nc1ccc(Cl)cc1Cl	5.0%
CCOc1cc(OCC)cc(C(=O)Nc2cccc(-c3nc4ncccc4o3)c2C)c1	8.0%
O=C(Nc1cc([N+](=O)[O-])ccc1Cl)c1ccccc1Br	13.0%
CCOc1ccc(C(=O)N2CCN(Cc3ccccc3)CC2)cc1	10.0%
O=C(N1CCN(c2ccc([N+](=O)[O-])cc2)CC1)C12CC3CC(CC(C3)C1)C2	0.0%
Cc1ccccc1N1C(=O)NC(=O)/C(=C\c2ccc(N3CCCCC3)o2)C1=O	15.0%
COc1ccccc1/C=C(\C#N)C(=O)Nc1ccc(F)cc1	5.0%
C=C(C)COc1cc2oc(=O)c3c(c2cc1Cl)CCCC3	12.0%
O=[N+]([O-])c1ccc(Cl)c(C=Nc2cc([N+](=O)[O-])ccc2F)c1	22.0%
CNC(=O)/C(C#N)=C\c1ccc(OCc2cccc(C(=O)O)c2)cc1	3.0%
COC(=O)C(NC(=O)CCC1CCCCC1)C12CC3CC(CC(C3)C1)C2 (stereo not drawn)	6.0%
COc1ccc(/C=C/C(=O)Nc2ccc(N3CCCCC3)cc2)cc1Br	11.0%
O=C(N(Cc1ccccc1)c1ccccn1)C12CC3CC(CC(C3)C1)C2	7.0%
CCCc1cc(=O)[nH]c(SCC(=O)Nc2cccc(C(F)(F)F)c2)n1	18.0%
CCOc1ccc(N(CC(=O)Nc2ccccc2C(F)(F)F)S(=O)(=O)c2ccccc2)cc1	10.0%
CCCCc1ccc(C(=O)Nc2ccc(Br)cn2)cc1	15.0%

6 compounds from above, arranged by heavy-atom count, smallest number first.
SMILES	RNase H inhibition
O=[N+]([O-])c1ccc(Cl)c(C=Nc2cc([N+](=O)[O-])ccc2F)c1	22.0%
CCOc1ccc(C(=O)N2CCN(Cc3ccccc3)CC2)cc1	10.0%
CNC(=O)/C(C#N)=C\c1ccc(OCc2cccc(C(=O)O)c2)cc1	3.0%
COC(=O)C(NC(=O)CCC1CCCCC1)C12CC3CC(CC(C3)C1)C2 (stereo not drawn)	6.0%
O=C(N1CCN(c2ccc([N+](=O)[O-])cc2)CC1)C12CC3CC(CC(C3)C1)C2	0.0%
CCOc1cc(OCC)cc(C(=O)Nc2cccc(-c3nc4ncccc4o3)c2C)c1	8.0%

Following part
SMILES	RNase H inhibition
CCSCCOC(=O)C1=C(C)NC2=C(C(=O)CC(c3ccc(Cl)cc3)C2)C1c1cccc(Cl)c1 (stereo not drawn)	7.0%
CCCCCC1CCN2c3c1cc(C(=O)O)cc3C1C=CCC1C2c1ccc(Br)cc1 (stereo not drawn)	42.0%
CC(C)c1ccc(NC(=O)C(=O)NCCCN2CCOCC2)cc1	3.0%
CC(C)c1ccc(/C=N/NS(=O)(=O)c2ccccc2)cc1	4.0%
N#Cc1ccccc1NC(=O)COc1ccccc1	7.0%
CCOc1ccc(N2C(=O)/C(=C/c3cccc(Br)c3)SC2=S)cc1	5.0%
O=C(/C=C/c1ccco1)Nc1ccc(C(=O)Nc2nccs2)cc1	20.0%
COc1ccc(CNC2CCCCC2C)cc1 (stereo not drawn)	7.0%
O=C(/C=C/c1ccccc1)Nc1nnc(-c2cccs2)s1	5.0%
COC(=O)c1cc(C(=O)Nc2cccc(Br)c2)cc([N+](=O)[O-])c1	3.0%
C=COCCNC(=O)C(=O)Nc1ccc(CC)cc1	8.0%
CCN(CC)C(=O)C(=O)N/N=C/c1ccc([N+](=O)[O-])cc1	0.0%
O=[N+]([O-])c1cc(Br)c(O)c(C=Nc2ccc(Cl)c3cccnc23)c1	1.0%
Cc1c(Cl)cccc1N=C1NC(=O)/C(=C/c2ccc([N+](=O)[O-])cc2)S1	29.0%
CS(=O)(=O)N1CCN(c2ccc(Cl)cc2[N+](=O)[O-])CC1	2.0%
O=C(O)CN1C(=O)c2cccc3c(I)cc(Br)c1c23	3.0%
COCCNC(=O)c1ccc([N+](=O)[O-])cc1Cl	4.0%
O=C(C1CCCCC1)N1CCN=C1c1ccccc1	8.0%
CCOc1ccc(C(=O)NC(=S)Nc2cccc(-c3nc4ccccc4s3)c2)cc1[N+](=O)[O-]	21.0%
CCOC(=O)C1=C(C)N=c2s/c(=C\c3ccc(OC)c(O)c3)c(=O)n2C1c1c(OC)ccc2ccccc12 (stereo not drawn)	14.0%
Cc1ccc(NC(=O)/C(=C\c2ccccc2)NC(=O)c2ccc(Cl)cc2Cl)cc1	2.0%
Cc1nc2c(=O)oc3ccccc3c2n1C(C)C	8.0%
O=C(N/N=C/c1ccc([N+](=O)[O-])cc1)c1ncn[nH]1	4.0%
CC(C)Oc1ccc(CCc2n[nH]c(=S)n2-c2ccccc2)cc1	24.0%
Cc1cc(NC(=O)c2ccc(Cl)c([N+](=O)[O-])c2)ccc1Br	0.0%

Screens from PubChem.
